# Bioassay records deposited in PubChem by National Center for Advancing Translational Sciences (NCATS).
# APEX1 inh: blocks human APE1 abasic DNA cleavage | P27695 | recombinant APE1, TAMRA/BHQ-2 abasic DNA cleavage fluorescence | Potency, µM (doses to about 65.8 µM), for inactives: at the top dose activity change, negative = inhibition, actives largely listed as inhibitors | 350,000 compounds, 0.35% hits | AID 2517;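 further: plate controls were vehicle for no effect and reference inhibitor for full effect; nearly all actives have a fitted effect of over 55% in size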
# Target sequence (P27695 whole entry, looked up): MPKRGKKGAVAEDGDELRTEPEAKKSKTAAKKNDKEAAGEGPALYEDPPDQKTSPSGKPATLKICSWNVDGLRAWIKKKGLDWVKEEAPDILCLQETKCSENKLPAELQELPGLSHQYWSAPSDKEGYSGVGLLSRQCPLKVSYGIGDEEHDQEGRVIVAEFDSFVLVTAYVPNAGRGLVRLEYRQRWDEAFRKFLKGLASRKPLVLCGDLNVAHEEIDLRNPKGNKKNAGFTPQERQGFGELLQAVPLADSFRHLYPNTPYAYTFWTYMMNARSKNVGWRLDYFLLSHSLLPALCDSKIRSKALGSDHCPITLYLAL
#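 Endonuclease cleavage of a quenched abasic-site DNA duplex (50 nM) by APE1 (0.75 nM) was tracked by TAMRA dequenching. Compounds were preincubated with enzyme 15 min at room temperature; data normalized to buffer-only and DMSO wells plus NSC13755 control.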
# G9a inh: G9a (human) methyltransferase inhibition | Q96KQ7 | G9a H3K9 monomethylation, AlphaScreen, 2 h | Potency, µM (highest dose often 102 µM), inactives show at the top dose activity, negative = inhibition, actives largely listed as inhibitors | 350,000 compounds, 8.8% hits | AID 504332; further: on the % scale 0 is the no-effect control and ±100 the full control effect; nearly all actives have a fitted effect of over 75% in size
#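 Enzyme 20 nM + cpd, 15 min RT; add b-H3K9 pep 500 nM / SAM 20 uM; 2 h RT; anti-H3K9me1 Ab 0.5 ug/mL + SA donor / anti-rabbit acceptor beads 20 ug/mL each, 10 min; AlphaScreen read.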
# BLM inh: Bloom syndrome helicase (human) inhibition. recombinant BLM DNA unwinding, fluorescence dequenching. Potency, µM (top dose mostly 56.1 µM), for the others: at the top dose activity change, negative = inhibition, actives largely listed as inhibitors. 350,000 compounds, 0.2% hits;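 further: plate controls were vehicle for no effect and no enzyme for full effect; nearly all actives have a fitted effect of over 35% in size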
# Anesthetic bind: candidate novel general anesthetic via apoferritin binding; AID 485281; Potency, µM (doses to about 77.5 µM), inactives show at the top dose activity change, negative = displacement, hits mostly inhibitors; P02791; apoferritin/1-aminoanthracene competitive binding, fluorescence; 350,000 compounds, 0.074% hits; further: on the % scale 0 is the no-effect control and ±100 the full control effect; nearly all actives have a fitted effect of over 20% in size
#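 Concentration-response curves derived by four-parameter Hill fitting of normalized fluorescence, where compounds displaced 1-AMA from 10 uM horse apoferritin following a brief 10 min room-temperature incubation; propofol titration acted as positive control.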
# Pol kappa inh: DNA polymerase kappa (human) inhibition | purified Pol kappa, fluorescent DNA synthesis assay, 10 min | Potency, µM (series often up to 107 µM), for inactives: at the top dose activity, negative = inhibition, actives largely listed as inhibitors | 400,000 compounds, 0.53% hits | AID 588579; further: on the % scale 0 is the no-effect control and ±100 the full control effect
#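 Kinetic fluorescence readout at 0 and 10 min followed reaction start with substrate at 50 nM final. Beforehand, enzyme (10 nM Pol kappa) stood 15 min with compound at room temperature; buffer-only wells were negative controls.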
# POLB inh: DNA polymerase beta (human) inhibition | Potency, µM (highest dose often 114 µM), inactives show at the highest dose activity change, negative = inhibition, hits mostly inhibitors | 340,000 compounds, 1.3% hits | Pol beta primer extension/strand displacement, fluorescence kinetic; further: on the % scale 0 is the no-effect control and ±100 the full control effect
#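 Values derive from four-parameter Hill fits of normalized kinetic data: reads at 0 and 10 min following addition of 50 nM substrate to 10 nM Pol beta preincubated 15 min with compound.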
# BAZ2B inh: blocks human BAZ2B. Q9UIF8. AlphaScreen BAZ2B-H3K14Ac peptide displacement. Potency, µM (doses to about 114 µM), for inactives: at the highest dose activity change, negative = inhibition, hits mostly inhibitors. 360,000 compounds, 4.4% hits. AID 504333; further: on the % scale 0 is the no-effect control and ±100 the full control effect; nearly all actives have a fitted effect of over 60% in size
#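 AlphaScreen displacement: compounds (up to 110uM) incubated 30 min at room temperature with a preformed 50 nM BAZ2B/50 nM biotinylated H3K14Ac peptide complex in PBS pH 7.4 with Tween-20. Donor and acceptor beads at 10 ug/mL final added, 20 min light-protected before reading.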
# POLH inh: blocks human DNA polymerase eta activity; Q9Y253; recombinant Pol eta, fluorescent DNA replication assay; Potency, µM (titrated, usually from 114 µM), for the others: at the top dose activity change, negative = inhibition, hits mostly inhibitors; 390,000 compounds, 1.2% hits; AID 588591; further: on the % scale 0 is the no-effect control and ±100 the full control effect
#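 Fluorescent replication assay: 50 nM final substrate added after a 15 min room-temperature compound preincubation with 10 nM enzyme. Signal taken at 0 min and again at 10 min.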
# POLI inh: blocks human DNA polymerase iota activity; Q9UNA4; Pol iota fluorescent replication assay, 10 min; Potency, µM (top dose mostly 115 µM), for the others: at the highest dose activity, negative = inhibition, most hits filed as inhibitors; 390,000 compounds, 1% hits; AID 588590
# Target sequence (Q9UNA4 whole entry, looked up): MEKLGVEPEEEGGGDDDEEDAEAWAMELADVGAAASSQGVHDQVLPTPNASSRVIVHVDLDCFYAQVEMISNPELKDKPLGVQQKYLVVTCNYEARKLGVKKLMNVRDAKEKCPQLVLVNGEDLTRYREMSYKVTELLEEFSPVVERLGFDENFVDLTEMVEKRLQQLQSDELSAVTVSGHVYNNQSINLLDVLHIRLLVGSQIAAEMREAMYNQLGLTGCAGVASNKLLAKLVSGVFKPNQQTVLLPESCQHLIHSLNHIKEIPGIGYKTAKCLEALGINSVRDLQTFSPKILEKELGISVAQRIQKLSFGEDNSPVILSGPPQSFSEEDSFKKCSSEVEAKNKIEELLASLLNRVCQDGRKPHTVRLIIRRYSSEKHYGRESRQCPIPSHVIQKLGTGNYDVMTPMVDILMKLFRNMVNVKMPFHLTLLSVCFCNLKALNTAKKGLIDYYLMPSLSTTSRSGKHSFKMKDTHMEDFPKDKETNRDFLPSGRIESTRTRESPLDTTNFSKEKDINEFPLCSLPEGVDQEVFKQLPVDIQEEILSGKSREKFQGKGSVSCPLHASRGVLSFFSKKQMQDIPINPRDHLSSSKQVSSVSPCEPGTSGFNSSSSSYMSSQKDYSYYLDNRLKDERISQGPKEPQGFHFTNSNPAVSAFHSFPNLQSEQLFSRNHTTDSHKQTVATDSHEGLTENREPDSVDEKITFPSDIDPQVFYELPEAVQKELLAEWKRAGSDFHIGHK
#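 Fluorescent replication assay read twice, at 0 min and 10 min after adding 50 nM (final) substrate. Enzyme (10 nM) and compounds were first incubated 15 min at room temperature; enzyme-free buffer wells were negative controls.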
# * marks the source's active call; other numbers are inactive results; ? = inconclusive; . = not tested or not shown; [ ] = another dose, or the depositor's remark. The call rests on the fitted dose curve; in most records, active means well fitted curve in the direction sought with a large enough effect; inconclusive means small, poorly fitted or top-dose-only effect, or another doubt; inactive means no such curve, though single readings can be large; an effect the other way counts as inactive or inconclusive. Potency means the concentration at half of the fitted maximal effect. The list is partial; rates above refer to the full screens.
SMILES,G9a inh,Pol kappa inh,BLM inh,APEX1 inh,BAZ2B inh,POLB inh,Anesthetic bind,POLI inh,POLH inh
CCN1CCN(S(=O)(=O)c2ccc(Cl)c(C(=O)NCCc3ccccc3)c2)CC1,-37%,3%,.,-2%,-1%,.,.,29%,-21%
COc1ccccc1CNC(=O)CS(=O)(=O)c1cccc2nsnc12,4%[59 µM],-5%[60.1 µM],-2%,.,-1%,18%,-3%,1%,-1%
CC(Sc1ccccc1)C(=O)NNC(=O)c1ccncc1 (configuration not stated),2%,-13%,.,-4%,13%,.,.,38%[activator],-5%
Cc1ccc(NS(=O)(=O)c2ccc3c(c2)OCCCO3)cc1S(=O)(=O)N1CCOCC1,-22%[2.33 µM],-10%,.,11%,1%,.,.,-4%,-11%
O=C(CNC(=O)c1ccccc1F)Nc1ccccc1C(F)(F)F,8%,16%,0%,-4%,-16%,-1%,-12%,-18%,-14%
Cc1cc(C)cc(NC(=O)COc2ccc(C(=S)N3CCOCC3)cc2)c1,?,-13%,-4%,-13%,-25%,1%,?,91%[activator],-17%
COc1cccc(N2CC(C(=O)Oc3ccc4ccccc4c3)CC2=O)c1 (configuration not stated),4%,7%,-2%,-1%,?,1%,-13%,0%,-9%
CC(=O)NC(CC(=O)NCC(c1ccco1)N(C)C)c1ccccc1 (configuration not stated),0%,-13%,-1%,?,9%,2%,-7%,-3%,-5%
CCNC(=O)NC(=O)C(C)Sc1nc2cc(C(=O)OC)ccc2c(=O)n1-c1ccccc1 (configuration not stated),-1%,-22%,0%,0%,-21%,-1%,-13%,10%,-2%
Cc1c(Cc2ccccc2)c(=O)oc2cc(OCC(=O)N3CCC(C(N)=O)CC3)ccc12,15%[12.7 µM],13%,-3%,56%[activator],-21%,0%,-18%,29%,-9%

# Not a retest: entries from further up.
SMILES,G9a inh,Pol kappa inh,BLM inh,APEX1 inh,BAZ2B inh,POLB inh,Anesthetic bind,POLI inh,POLH inh
CCN1CCN(S(=O)(=O)c2ccc(Cl)c(C(=O)NCCc3ccccc3)c2)CC1,-37%,3%,.,-2%,-1%,.,.,29%,-21%
COc1ccccc1CNC(=O)CS(=O)(=O)c1cccc2nsnc12,4%[59 µM],-5%[60.1 µM],-2%,.,-1%,18%,-3%,1%,-1%

# Remaining list, next part.
SMILES,G9a inh,Pol kappa inh,BLM inh,APEX1 inh,BAZ2B inh,POLB inh,Anesthetic bind,POLI inh,POLH inh
CCCC(=O)Nc1c(-c2cccs2)c(=O)c2ccccc2n1C,-6%[12.7 µM],1%,1%,2%,-11%,8%,1%,7%,-4%
O=C(OCC(=O)N1CCc2ccccc21)c1nc(Cl)ccc1Cl,-1%,1%,-5%,-1%,7%,-2%,?,16%,12%
O=C(c1ccc2c(c1)OCO2)N(CC1CCCO1)C1(C(=O)NC2CCCC2)CCCCC1 (configuration not stated),?,-3%,-7%,0%,12%,-3%,-3%,17%,-13%
CCOC(=O)C1(CCOc2ccccc2)CCN(Cc2cnc(C)[nH]2)CC1,8%,-13%,-10%,-13%,-13%,?,-9%,17%,4%
O=C(Nc1cccc(-c2nnco2)c1)c1cccs1,11%,0%,1%,0%,0%,-14%,-1%,30%,-9%
CC(O)CCC(=O)NNC1=CC(=O)CC(C)(C)C1 (configuration not stated),13%,.,0%,-1%,2%,0%,-1%,.,.
CCc1cccc(NC(c2nnc(-c3ccccc3)o2)c2ccc(F)cc2Cl)c1 (configuration not stated),5%[59 µM],-23%,-13%,.,7%,?,-10%,1%,-7%
c1ccc2c(c1)nc(NCCN1CCOCC1)c1nncn12,50µM*,-8%,2%,-2%,12%,2%,-7%,23%,-19%
Cc1cc(C(=O)OCC(=O)Nc2cc(Cl)ccc2C)c(C)o1,2%[59 µM],-1%,.,8%,11%,.,.,13%,-10%
CCOc1ccccc1CNC(=O)c1nc(-c2ccc(Cl)cc2)n2c1CCCCC2,10µM*,-13%,-10%,.,10µM*,11%,54%[activator],13%,-17%

# Record cards, as listed above. Screens in order: G9a inh | Pol kappa inh | BLM inh | APEX1 inh | BAZ2B inh | POLB inh | Anesthetic bind | POLI inh | POLH inh
# Entry for CCOc1ccccc1CNC(=O)c1nc(-c2ccc(Cl)cc2)n2c1CCCCC2 : 10µM* | -13% | -10% | . | 10µM* | 11% | 54%[activator] | 13% | -17%
# Entry for Cc1ccc(NS(=O)(=O)c2ccc3c(c2)OCCCO3)cc1S(=O)(=O)N1CCOCC1 : -22%[2.33 µM] | -10% | . | 11% | 1% | . | . | -4% | -11%
# Entry for COc1ccccc1CNC(=O)CS(=O)(=O)c1cccc2nsnc12 : 4%[59 µM] | -5%[60.1 µM] | -2% | . | -1% | 18% | -3% | 1% | -1%

# Further structures:
SMILES,G9a inh,Pol kappa inh,BLM inh,APEX1 inh,BAZ2B inh,POLB inh,Anesthetic bind,POLI inh,POLH inh
COc1ccc(N2C(=O)CC(NCc3ccc(F)cc3)C2=O)cc1 (configuration not stated),-49%[59 µM],-1%,-8%,?,7%,18%,-1%,1%,-4%
Cc1ccc(S(=O)(=O)C(C#N)c2nc3ccccc3nc2N2CCN(C)CC2)cc1C (configuration not stated),-45%[59 µM],-17%,-7%,14%,?,-2%,-10%,27%,9%
CCOC(=O)c1cnn2c1[nH]c(=O)c1ccccc12,-11%[59 µM],-10%,0%,8%,0%,-4%,-2%,2%,-6%
CCC(C)c1ccccc1NC(=O)COc1ccc(-n2cnnn2)cc1 (configuration not stated),-5%[2.33 µM],-5%,.,-14%,10%,.,.,-27%,-1%
O=C(Oc1ccc2ccccc2c1)c1ccccc1,161%[activator][59 µM],-5%,-5%,2%,77%[activator],3%,?,-27%,-8%
O=C(NCc1ccccc1F)Nc1ccc([N+](=O)[O-])cc1,-44%,-4%,-5%,-9%,-10%,-2%,-12%,137%[activator],-15%
Nc1ccccc1OCCOc1ccccc1N,-11%,-12%,-3%,18%,-31%,1%,-16%,99%[activator],-3%
Oc1ccc[n+](CCCCC[n+]2cccc(O)c2)c1,.,-1%,3%,0%,-15%,27%,-4%,2%,0%
CCCOc1cccc(C2C(C(=O)c3ccc(C)o3)=C(O)C(=O)N2CCN2CCOCC2)c1 (configuration not stated),45µM*,-2%,-2%,21%,-33%,16%,-10%,11%,-18%
COc1ccc2c(c1OC)C(=O)OC2,?,2%,-6%,-8%,-31%,8%,-4%,30%[activator],-6%

# (next part)
SMILES,G9a inh,Pol kappa inh,BLM inh,APEX1 inh,BAZ2B inh,POLB inh,Anesthetic bind,POLI inh,POLH inh
COc1ccc(OCc2cccc(C(=O)Nn3cc([N+](=O)[O-])cn3)c2)cc1,?,-5%,-11%,-1%,30%,-1%,54%[activator],-9%,-11%
COC(=O)c1ccc(NC(=O)CCNS(=O)(=O)c2cccc3nonc23)cc1,-5%[12.7 µM],-2%,-1%,0%,-9%,-11%,-7%,5%,-7%
O=C(N/N=C/C=C/c1ccco1)/C(=C/c1ccccc1)NC(=O)c1ccccc1,28µM*,?,-19%,-2%,-4%,2%,-6%,13µM*,79µM*
CCOC(=O)C(CCCOc1ccccc1)C(=O)OCC,-27%[59 µM],-3%,-6%,3%,57%[activator],1%,-9%,2%,-9%
O=C(COC(=O)/C=C/c1ccc(OC(F)F)cc1)NCc1cccs1,1%[59 µM],-2%,5%,4%,-1%,2%,4%,0%,-14%
CC(=O)Nc1cccc(N(C)C)c1,?,-19%,-4%,1%,5%,-22%,-7%,21%,-8%
O=C(NCCc1ccccn1)c1ccc(OC(F)F)cc1,11%,-7%,-1%,-5%,.,-1%,-7%,6%,-7%
CC(=O)Nc1ccc(S(=O)(=O)NC2(C(F)(F)F)C(=O)Nc3c2c(=O)[nH]c(=O)n3Cc2ccco2)cc1 (configuration not stated),56µM*,1%,0%,3%,-21%,-1%,1%,-4%,-8%
CC1CN(C(=O)Nc2cccc(Cl)c2)C2(CCCCCC2)O1 (configuration not stated),9%,-4%,-6%,-3%,-2%,7%,-13%,?,-10%
O=C(NC(=S)Nc1ccc(S(=O)(=O)Nc2ncccn2)cc1)c1cccc(Br)c1,.,-3%,4%,5%,?,?,-8%,44%[activator],-27%

# Next section.
SMILES,G9a inh,Pol kappa inh,BLM inh,APEX1 inh,BAZ2B inh,POLB inh,Anesthetic bind,POLI inh,POLH inh
COc1ccc(-c2nn(CCC#N)cc2C(=O)Nc2ccccn2)cc1OC,.,1%,4%,-14%,?,7%,2%,22%,-12%
COc1ccc(Nc2cc(C(=O)NCCCN(C)c3ccccc3)c3ccccc3n2)c(OC)c1,7.9µM*,-15%[60.1 µM],-7%,.,?,?,50%[activator],-13%,-11%
O=c1[nH]c2ccccc2nc1-c1c[nH]c2ccccc12,70%[activator],-7%,-2%,-7%,35%[activator],6%,11%,5%,-11%
COCCCNC(=O)CN1C(=O)COc2ccc(S(=O)(=O)N3CCCC3)cc21,3%[59 µM],-11%,-1%,.,-4%,-2%,-6%,3%,-6%
O=C(O)C1CCCCC1C(=O)Nc1ccccc1C(=O)N1CCN(c2ccc(F)cc2)CC1 (configuration not stated),1%[59 µM],-26%,-4%,5%,2%,-18%,-2%,4%,-15%
S=C(Sc1ccc(Cl)cc1)Sc1ccc(Cl)cc1,?,.,1%,-5%,-2%,-1%,-6%,.,.
Cc1cc(OCCn2cnc3ccccc3c2=O)cc(C(C)C)c1,-2%[59 µM],-8%,1%,3%,-6%,4%,-14%,100%[activator],-3%
CCCS(=O)(=O)Nc1ccc(-c2ccc3nnc(C)n3n2)cc1,-27%,.,0%,-1%,.,1%,-15%,.,.
CC(C)[C@H](CN(N=O)[C@@H](Cc1ccccc1)CN(C)N=O)N(CCc1ccccc1)N=O,7%[59 µM],-10%,-9%,-7%,-36%,12%,-13%,-25%,-7%
N#C/C(=C\c1ccc(OCCN2CCOCC2)cc1)C(=O)Nc1ccccc1,.,1%,-5%,15%,-13%,-2%,-9%,38%[activator],-19%
Cc1ccccc1-c1nc(CN2CCC(C(=O)NC3CCCCC3)CC2)c(C)o1,5%,6%,-2%,30%,-8%,59%,-2%,2%,-4%
Cc1ccc(-c2ccc(=O)n(C(C)C(=O)Nc3ccccc3Cl)n2)cc1C (configuration not stated),-5%[59 µM],3%,-5%,.,-22%,-1%,?,31%[activator],-13%
